D2 antag – antagonizes the human D2 dopamine receptor | P14416 | HEK293 TREx D2 cells, calcium flux, dopamine EC80 | inhibition, % at 10 µM | actives 2% (n = 340,000) | AID 485344; in the data active = inhibition above about 30%; also: 0% is about no effect
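Calcium flux kinetic readout in an inducible HEK293 TREx D2 line plated overnight at 30 C. After 180 s compound exposure, an EC80 dopamine challenge follows with another 180 s kinetic read to detect antagonism.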
Vif-A3F inh – blocks the Vif interaction with APOBEC3F. actives 0.2% (n = 390,000). Potency, µM (doses to about 46.1 µM), inactives show at the top dose activity, negative = active. HeLa A3F-eYFP + Vif (tagged APOBEC3F with the HIV-1 protein that degrades it), YFP fluorescence increase; also: potency is read from the fitted curve at half-maximal effect; % of control where 0% means no effect; nearly all actives have a fitted effect of over 65% in size
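HeLa cells stably expressing Vif plus C-terminally eYFP-tagged A3F were seeded, incubated overnight at 37 deg C, dosed with compound, incubated overnight again at 37 deg C. Yellow fluorescence (Ex 488/Em 500-530) reported blocked Vif-mediated A3F-eYFP degradation.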
D2 ag – activates the human D2 dopamine receptor. HEK293 T-REx D2 cells, calcium flux agonist mode. activation, % at 2 µM. actives 0.53% (n = 340,000). AID 485358;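 active = activation over 3 SD above normal in the single-dose calcium agonist read, cut at about 30% in these data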; also: 0% is about no effect
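In this primary screen, compounds producing a positive calcium signal within 180 s of addition to tetracycline-induced, force-coupled HEK293 Trex D2 cells are flagged; cells are dye-loaded with a no-wash calcium kit beforehand.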
Vif-A3G inh – inhibitors of Vif-APOBEC3G interaction. Q9HC16. HeLa A3G-eYFP + Vif (tagged APOBEC3G with the HIV-1 protein that degrades it), YFP fluorescence, overnight. Potency, µM (series often up to 46.1 µM), without a hit: at the top dose activity, negative = active, most hits filed as inhibitors. actives 0.076% (n = 410,000). AID 602310;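 also: potency is read from the fitted curve at half-maximal effect; % is scaled to controls: 0 for no effect and ±100 for the full control effect; nearly all actives have a fitted effect of over 60% in size; hits raise eYFP signal because A3G escapes Vif-driven loss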
Target sequence (Q9HC16 whole entry, looked up): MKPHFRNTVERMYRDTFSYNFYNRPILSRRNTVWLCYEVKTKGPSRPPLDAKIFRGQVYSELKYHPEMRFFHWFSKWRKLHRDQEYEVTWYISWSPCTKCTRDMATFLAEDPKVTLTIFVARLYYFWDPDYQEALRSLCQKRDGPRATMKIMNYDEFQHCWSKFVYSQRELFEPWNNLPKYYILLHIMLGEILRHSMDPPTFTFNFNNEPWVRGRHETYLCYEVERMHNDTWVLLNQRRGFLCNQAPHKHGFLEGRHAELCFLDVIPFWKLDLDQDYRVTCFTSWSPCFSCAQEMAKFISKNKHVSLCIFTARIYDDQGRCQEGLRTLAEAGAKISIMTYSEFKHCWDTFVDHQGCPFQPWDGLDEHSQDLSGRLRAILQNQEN
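HeLa cells stably expressing Vif and C-terminally eYFP-tagged A3G, seeded overnight at 37 deg C, then exposed to compound by pintool overnight at 37 deg C. Rise in yellow fluorescence (Ex 488/Em 500-530, Acumen) marks blocked Vif-driven A3G degradation.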
LDHA block – inhibitors of human lactate dehydrogenase A; P00338; purified LDHA, NADH/diaphorase-resazurin fluorescence; stronger effect = lower value; activity change, % (values are at about 110 or 230 µM); actives 0.15% (n = 480,000); in the data active = activity change below about -30%; inconclusive = mostly about -25% to -30%;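 also: plate controls were DMSO wells for no effect and wells without enzyme for full effect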
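LDH5 2 nM; NADH 0.06 mM, pyruvate 0.2 mM; 200 mM Tris pH 7.4, EDTA, Tween-20; 5 min RT. Detection: diaphorase 0.133 mg/mL + resazurin 37 µM, fluorescence ex540/em590 at 0 and 20 min; normalized to enzyme-free and DMSO wells.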
12-LOX inh – blocks human arachidonate 12S-lipoxygenase | P18054 | purified 12hLO, xylenol orange hydroperoxide absorbance | Potency, µM (doses to about 108 µM), without a hit: top-dose activity change, negative = inhibition, hits mostly inhibitors | actives 1.1% (n = 580,000); also: potency is read from the fitted curve at half-maximal effect; % is scaled to controls: 0 for no effect and ±100 for the full control effect
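Hydroperoxide product was detected by ferrous iron/xylenol orange as the 573 to 405 nm absorbance ratio. Arachidonic acid at 40 uM (final) was turned over for 30 min at room temperature by 150 nM human 12hLO, pH 7.0 Hepes buffer, after 15 min compound preincubation.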
Glioma ERSR ind – inducers of ER stress response in human glioma cells; AID 602332; Potency, µM, for inactives: at the highest dose activation, hits mostly activators; actives 0.02% (n = 420,000); U87-MG GRP78 promoter luciferase reporter, 16 h; also: potency is read from the fitted curve at half-maximal effect; series mostly up to about 76 µM; % of control where 0% means no effect; nearly all actives have a fitted effect of over 35% in size
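ERSR induction read as luciferase luminescence (Bright-Glo, 10 min at room temperature) in stably transfected human U87-MG glioma cells exposed to compounds for 16 h, using GRP78 as sensor.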
ERG Ets-DNA blk – blocks human ERG Ets domain binding to DNA; fluorescence polarization, His-ERG Ets domain / labelled DNA; AID 624246; P11308; Potency, µM (highest dose often 76.9 µM), without a hit: top-dose FP activity, negative = inhibition, actives largely listed as inhibitors; actives 0.028% (n = 370,000); active = well fitted inhibition curve with a large enough effect in the polarisation, with a control signal flat; inconclusive = small, poorly fitted or top-dose-only effect, or effect the other way, or a change in a side signal; inactive = no such curve, though single readings can be large or run the other way; the % refers to the polarisation;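 also: polarization taken with two DNA probes labelled with fluorescein and Texas red; potency is read from the fitted curve at half-maximal effect; % of control where 0% means no effect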
Target sequence (P11308 whole entry, looked up, the tested form may be a part): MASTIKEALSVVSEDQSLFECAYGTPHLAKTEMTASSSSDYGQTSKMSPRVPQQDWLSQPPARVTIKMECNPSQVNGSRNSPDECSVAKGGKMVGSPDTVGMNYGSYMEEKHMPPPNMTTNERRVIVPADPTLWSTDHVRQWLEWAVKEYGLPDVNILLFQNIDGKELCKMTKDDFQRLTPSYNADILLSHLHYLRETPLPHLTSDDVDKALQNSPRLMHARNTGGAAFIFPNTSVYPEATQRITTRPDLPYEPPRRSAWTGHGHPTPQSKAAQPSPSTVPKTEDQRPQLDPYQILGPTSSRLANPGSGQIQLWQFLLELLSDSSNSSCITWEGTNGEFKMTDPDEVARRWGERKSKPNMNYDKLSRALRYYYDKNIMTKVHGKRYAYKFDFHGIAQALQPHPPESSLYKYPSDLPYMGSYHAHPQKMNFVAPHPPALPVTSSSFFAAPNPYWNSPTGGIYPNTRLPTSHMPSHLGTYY
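His-tagged ERG Ets domain (1 uM in the protein solution; 300mM KCl, 50mM Tris-HCl, 1mM EDTA, 1mM DTT, pH 7.5) received compound, then a probe mix of 5 nM fluorescein-DNA and 100nM Texas-615-DNA. Fluorescence polarization was read for both dyes.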
RGS4 inhibitor – blocks human RGS4-accelerated GTP hydrolysis | P49798 | Transcreener GDP fluorescence polarization, RGS4-accelerated GTP hydrolysis | Potency, µM (titrated, usually from 114 µM), inactives show at the top dose activity change, negative = inhibition, actives largely listed as inhibitors | actives 0.039% (n = 390,000); also: potency is read from the fitted curve at half-maximal effect; % is scaled to controls: 0 for no effect and ±100 for the full control effect; nearly all actives have a fitted effect of over 75% in size; some results filed as inactive show a strong effect at the top dose
Target sequence (P49798 whole entry, looked up): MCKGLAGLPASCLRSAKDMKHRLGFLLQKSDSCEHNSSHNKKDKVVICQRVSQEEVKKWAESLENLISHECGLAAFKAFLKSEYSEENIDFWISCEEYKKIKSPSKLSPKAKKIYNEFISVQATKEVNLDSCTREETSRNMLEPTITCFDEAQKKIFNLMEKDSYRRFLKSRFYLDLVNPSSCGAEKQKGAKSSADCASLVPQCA
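MLSMR compounds (23 nl, pin-transferred) preincubated 10 min at room temperature with a 500nM (2x) first reagent, then RGS4 at 900nM (2x) plus Transcreener GDP mix added; fluorescence polarization (620/688 nm) read before and after 90 min at 30 °C.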
An asterisk follows results filed as active; i = inactive; u = inconclusive; x = not tested or not shown; & = joins results of further samples; [ ] = remark or other dose. Unless noted, calls follow the shape of the dose curve; as a rule, active = well fitted curve in the direction sought with a large enough effect; inconclusive = small, poorly fitted or top-dose-only effect, or another doubt; inactive = no such curve, though single readings can be large; an effect the other way counts as inactive or inconclusive. The list is partial; the hit share may differ from the screen's.

Preview, 2 compounds:
Value order: Glioma ERSR ind	LDHA block	12-LOX inh	D2 ag	RGS4 inhibitor	D2 antag	Vif-A3G inh	ERG Ets-DNA blk	Vif-A3F inh
CC1CCCN(C(=O)c2ccc3c(=O)n(Cc4ccc5c(c4)OCO5)c(=S)[nH]c3c2)C1 (stereo not given)
  0%	-5	-6%	-0.3	-27%	5	2%	2%	-10%
O=C(CC(C(=O)O)C1CCCO1)NCc1ccccc1 (stereo not given)
  -4%	-2	-10%	0.5	-21%[11.4 µM]	0	0%	2%	4%

This part in full, repeating the preview:
Value order: Glioma ERSR ind	LDHA block	12-LOX inh	D2 ag	RGS4 inhibitor	D2 antag	Vif-A3G inh	ERG Ets-DNA blk	Vif-A3F inh
CC1CCCN(C(=O)c2ccc3c(=O)n(Cc4ccc5c(c4)OCO5)c(=S)[nH]c3c2)C1 (stereo not given)
  0%	-5	-6%	-0.3	-27%	5	2%	2%	-10%
O=C(CC(C(=O)O)C1CCCO1)NCc1ccccc1 (stereo not given)
  -4%	-2	-10%	0.5	-21%[11.4 µM]	0	0%	2%	4%
COc1ccc(C(CCN(Cc2ccc(OC)c(OC)c2)C(C)=O)C(C)C)cc1 (stereo not given)
  6%	-1	u	-0.2	11%	-30	-1%	9%	8%
CCOC(=O)C1CCCN(C(=O)COc2ccccc2O)C1 (stereo not given)
  -3%	0	-39%	0.6	-26%	18	1%	-2%	0%
COc1cccc(OCc2ccc(Cl)cc2)c1C#N
  -7%	-1	u	-0.5	-12%	4	-2%	-3%	1%
Cc1ccc(N(CC(=O)N/N=C/c2cccc(Br)c2)S(C)(=O)=O)cc1
  -3%	-10	-25%	-0.8	-4%	-8	-4%	2%	13%
Cc1csc(NC(=O)CSc2nnc3c4ccccc4nc(C(C)(C)C)n23)n1
  -4%	-10	-4%	x	-14%	x	u	x	-3%
CCN(CC(=O)NCc1ccc(F)cc1)C(=O)c1ccc2c(c1)OCO2
  3%	-17	11%	-1.8	21%	3	0%	-1%	1%
CNC(=O)/C=C1\NC(C)(C)Cc2ccccc21
  -3%	-8	-12%	-0.8	-30%	0	1%	x	-2%
Cc1cccc(C)c1OCCn1nc(C(=O)O)c2ccccc2c1=O
  -1%	-9	1%	0.1	17%	6	1%	8%	-5%
CC(C)CNS(=O)(=O)c1ccc(S(=O)(=O)N2CCC(N3CCCCC3)CC2)cc1
  9%	-8	-7%	0.0	-15%	-1	2%	5%	u
COCCN=c1scc(-c2cccs2)n1/N=C/c1ccc(O)c(O)c1O
  -1%	15	u	78*	-44%	73*	-24%	5%	u
Cc1ccsc1/C=N/Nc1nc(=O)[nH]nc1C
  -8%	14	-1%	0.6	-2%	-12	9%	16%	u
NS(=O)(=O)c1ccc(NC(=O)COC(=O)CCC2CCCCC2)cc1
  -5%	-3	-22%	-1.8	-34%	-3	-8%	-3%	3%
COc1ccccc1OC(C)C(=O)Nc1ccc2c(c1)n(C)c(=O)n2C (stereo not given)
  -1%	1	18%	-0.1	10%	8	-2%	-3%	-11%
Cc1nc2ccccc2nc1OCc1ccc([N+](=O)[O-])cc1
  -3%	-4	-17%	0.6	3%	-4	3%	-17%	7%
C#CCOCCOCCOCCNc1nc(N2CCN(C(=O)CCCCCCCCCCNC(=O)[C@H]([C@@H](C)CC)n3cc(CCCCCN)nn3)CC2)nc(N2CCN(C(=O)CCCCCCCCCCNC(=O)[C@@H]([C@H](C)O)n3cc(C)nn3)CC2)n1
  -10%	-2	x	1.1	-54%	6	-10%	7%	7%
COc1ccc(Nc2nc(NC(C)(C)C)nc(N3CCOCC3)n2)c(OC)c1
  2%	5	-6%	-1.1	-19%[11.4 µM]	-8	-2%	9%	-4%
COc1ccc(S(=O)(=O)Nc2ccc3c(c2)OCCO3)cc1Cl
  -2%	-5	0%	1.2	-34%	20	5%	-3%	10%
O=C(CN1CCCCCC1)N1c2ccccc2Sc2ccc(C(F)(F)F)cc21
  0%	3	u	1.0	-8%	-24	1%	x	-7%
CCc1ccccc1NC(=O)CCN1C(=O)C2C3CCC(C3)C2C1=O (stereo not given)
  6%	-10	-21%	-0.2	6%	-8	2%	12%	0%
CCCCn1nnnc1NCc1ccc(OC)c(OC)c1OC
  -4%	-12	-7%	3.3	4%	-18	0%	1%	-1%
COC(=O)c1nnn(CC(=O)NC(=O)Nc2cccc(Cl)c2C)c1C(=O)OC
  -5%	-7	3%	0.9	20%	-6	0%	11%	0%
COc1ccc(/C=N/OCC(=O)N(Cc2ccccc2)c2ccccc2C(=O)O)cc1
  -3%	-1	-1%	-0.3	-33%	3	-5%	-7%	1%
CC1CC(C)CN(C(=O)COC(=O)c2ccc(Cl)nc2)C1 (stereo not given)
  -2%	-10	-10%	0.4	2%	-10	0%	5%	-11%
COc1ccc(NC(=O)Cn2ncc(Cl)c(Cl)c2=O)cc1S(=O)(=O)N1CCOCC1
  -15%	-2	-26%	0.0	-22%	10	u	-3%	u
COc1cccc(N2CCN(C(=O)c3cnn(-c4ccccc4Cl)c3C3CCN(C(=O)OC(C)(C)C)CC3)CC2)c1
  -1%	8	-20%	-1.3	-33%	x	3%	u	-12%
CN(C)c1ccc(/C=N/NC(=O)c2cccc(N3CCCC3=O)c2)cc1
  0%	1	9%	0.5	-7%	-4	-1%	0%	-25%
Cc1nnc(SCC(=O)NNC(=O)COc2ccc(Br)cc2)n1C
  -6%	-7	355%[activator]	0.2	-2%	-1	-5%	0%	3%
O=C(CSc1nnnn1-c1ccccc1)N1CCN(C(=O)c2ccco2)CC1
  -4%	-7	313%[activator]	-2.3	-19%	15	0%	5%	0%
COc1ccccc1C(=O)Nc1ccc(S(=O)(=O)Nc2nccs2)cc1
  -1%	-7	-5%	12	-12%	29	4%	-5%	-13%
COc1ccc(-c2cc(C(=O)Nc3cccc(O)c3)on2)cc1OC
  0%	3	-7%	0.8	0%	x	-2%	8%	-1%
CCCNC(=O)c1cc2ccccc2c(=O)o1
  -1%	-7	-7%	0.5	12%	10	3%	0%	-17%
CC(C)c1nnc(NC(=O)CCC(=O)N2CCN(C3CCCCC3)CC2)s1
  -4%	-4	-8%[57.4 µM]	x	16%	x	-5%	x	-2%
Cc1ccccc1NC(=O)c1ccc2c(c1)CCN2S(C)(=O)=O
  0%	-3	27%	0.7	2%	-2	1%	2%	9%
Fc1cccc(CSc2ccc(-c3ccco3)nn2)c1
  8%	-6	-1%	x	-47%	x	-6%	x	-2%
Cc1cc2n(n1)SC(Nc1ccc(F)c(Cl)c1)N2 (stereo not given)
  9%	-3	u	0.4	-38%	-5	1%	7%	1%
NC(=O)c1ccccc1OCC(=O)Nc1ccc2c(c1)CCC2
  6%	-4	346%[activator]	0.3	-9%	-13	3%	-2%	1%
Cc1ccc(S(=O)(=O)N2CCN(c3nc4ccccc4nc3-n3nc(C)cc3C)CC2)cc1
  -5%	3&-4	u	0.2	20%	-7	-11%	-1%	0%
Cc1cc(SCC(=O)c2cc3ccccc3o2)nc2ccccc12
  1%	-3	1%	1.2	-43%	20	-13%	-2%	u
Cn1c(/C=C/c2ccc(Br)cc2)c([N+](=O)[O-])c(=O)n(C)c1=O
  -8%	-1	0%	1.1	-23%	6	-21%	-16%	13%
CCOC(=O)CN1C2=NCCN2c2ccccc21
  -2%	-4	11%	-1.1	16%	-15	0%	-5%	4%
CC(=O)Cc1nsc(NC(=O)c2ccco2)n1
  -1%	-3	4%	-0.2	8%	3	-3%	-13%	-8%
COc1ccccc1C1CCN(c2ccc([N+](=O)[O-])cn2)CC1
  5%	-4	-10%	0.2	-3%	-1	1%	2%	8%
C(=N\Nc1nc2ccccc2[nH]1)/c1ccc2c(c1)OCO2
  5%	3	-10%	x	9%	x	-6%	-8%	-13%
CCOc1c2ccc(C(=O)NC3CCCc4ccccc43)cc2nn1C (stereo not given)
  -3%	-3	1%	0.0	2%	0	-6%	-6%	-9%
COc1cc(S(=O)(=O)n2ccc(C)n2)ccc1Cl
  -4%	-17	24%	0.5	-6%	-1	3%	4%	-2%
CCOCCCNC(=S)N1CCCC(c2nc3ccc(C)cc3[nH]2)C1 (stereo not given)
  0%	-12	226%[activator]	0.6	-10%	4	-9%	-2%	4%
O=C(NC1CCCCCC1)c1cc(-c2ccccn2)nc2ccccc12
  -3%	-3	-3%	0.6	11%	-14	2%	-18%	4%
Cc1noc(NS(=O)(=O)c2ccc(NC(=O)c3nn(-c4ccccc4)ccc3=O)cc2)c1C
  -6%	-13	-20%	0.5	20%	-1	0%	4%	-5%
C[C@H](CO)N1C[C@H](C)[C@@H](CN(C)Cc2ccc(Oc3ccccc3)cc2)Oc2c(NC(=O)C3CC3)cccc2C1=O
  -5%	4	u	x	-21%	x	-12%	2%	-18%
COC(=O)c1ccc(CN(C(=O)N2CCN(C)CC2)S(=O)(=O)c2ccc(C)cc2)cc1
  -7%	0	11%	0.2	14%	2	0%	-8%	0%
O=C(Nn1c(O)c(C=C2N=c3ccccc3=N2)sc1=S)c1cccc(Cl)c1
  0%	-12	23%	0.4	4%	2	-16%	3%	-13%
COc1cc(C(=O)Nc2sc3c(c2C(=O)O)CCC(C)C3)cc(OC)c1OC (stereo not given)
  -3%	2	0%	x	-13%	x	2%	-17%	1%
CCC(=O)NNc1nc2c(Cl)cccc2s1
  0%	-1	i	0.5	7%	-18	-7%	0%	-26%
